ERa coact pot: enhances coactivator binding to human estrogen receptor alpha; AID 639; TR-FRET ERalpha-LBD/SRC-Cy5 coactivator binding, 2 h; 100 = basal binding, no effect; coactivator binding (% of control), % at 25.6 µM; P03372; hit rate 1.3% among 86,000; in the data active means activity above about 200%;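 further: binding measured in presence of low estradiol as agonist stimulus; 0% = peptide alone without receptor and 100% = receptor with peptide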
sEH act: activators of human soluble epoxide hydrolase; hit rate 0.04% among 91,000; P34913; activation, % at 2 µM; purified human sEH enzymatic activity, activator screen; in the data active means activation above about 37%; further: values of inactives mirror those of a sister screen read the other way
H69AR growth 86K: blocks growth of human H69AR lung tumor cells; viability, % at 10 µM; H69AR lung tumor viability, ATP luminescence, 72 h; hits give low values; hit rate 6% among 85,000;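 active means viability at or below 40%; inactive means viability above 40%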;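 further: multidrug resistant small cell line overexpressing MRP-1 efflux transporter; 100% = mean luminescence of untreated control wells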
ERb SRC1 inh: blocks coactivator binding to human estrogen receptor beta; Q92731; TR-FRET ER-beta LBD / SRC1-Cy5 peptide binding; receptor agonist-loaded with 1 µM estradiol; inhibition, % at 25.6 µM; hit rate 1.3% among 86,000; AID 633;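 active means compounds whose percent inhibition of the receptor-coactivator binding signal exceeds about 50% in the single-dose screen, limit read from the data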;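 further: 0% = receptor plus peptide wells without compound and 100% = peptide-only wells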
Target sequence (Q92731 whole entry, looked up, the tested form may be a part): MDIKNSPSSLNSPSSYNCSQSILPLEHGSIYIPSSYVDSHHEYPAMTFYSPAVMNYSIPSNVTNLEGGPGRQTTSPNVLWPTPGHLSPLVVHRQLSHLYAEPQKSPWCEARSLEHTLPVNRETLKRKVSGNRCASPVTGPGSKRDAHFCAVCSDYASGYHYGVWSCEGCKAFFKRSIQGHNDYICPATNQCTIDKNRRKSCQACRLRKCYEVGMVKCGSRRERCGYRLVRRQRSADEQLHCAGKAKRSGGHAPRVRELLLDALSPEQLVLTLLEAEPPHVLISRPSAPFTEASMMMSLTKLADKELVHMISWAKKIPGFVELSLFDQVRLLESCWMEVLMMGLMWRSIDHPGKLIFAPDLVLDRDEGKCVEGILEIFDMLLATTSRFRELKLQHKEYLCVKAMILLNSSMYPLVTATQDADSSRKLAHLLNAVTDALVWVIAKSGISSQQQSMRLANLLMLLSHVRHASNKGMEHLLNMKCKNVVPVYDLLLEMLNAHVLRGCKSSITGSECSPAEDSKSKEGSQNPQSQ
HUVEC prolif 384: inhibitors of human endothelial cell proliferation. AID 648. viability, % at 10 µM (by protocol). hit rate 1.1% among 86,000. HUVEC proliferation, CellTiter-Glo luminescence, 72 h; hits give low values;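 active means viability at or below 30%; inactive means viability above 30%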;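 further: 100% = median luminescence of DMSO-only cell control wells on each plate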
Candida biofilm: kills Candida albicans biofilms; C. albicans biofilm + clotrimazole, Alamar Blue; inhibition, % at 6 µM; hit rate 0.14% among 85,000; AID 834;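 active means inhibition above 20%; inactive means inhibition below 20%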;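 further: preformed 24 hr biofilms exposed to compound for 48 hr; 0% = biofilm without compound and 100% = blank killed by clotrimazole plus chlorhexidine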
Smad3 FoxH1 inh: Smad3 (human) transcription factor binding inhibition. hit rate 0.29% among 88,000. inhibition, % at 25 µM. P84022. TR-FRET Smad3/Dy647-FoxH1 peptide binding, europium anti-His;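 active means compounds that reduce the energy-transfer binding signal between the protein and its labelled peptide by more than half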;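 further: 0% = Smad3 plus labelled peptide maximal FRET and 100% = peptide-only background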
Target sequence (P84022 whole entry, looked up): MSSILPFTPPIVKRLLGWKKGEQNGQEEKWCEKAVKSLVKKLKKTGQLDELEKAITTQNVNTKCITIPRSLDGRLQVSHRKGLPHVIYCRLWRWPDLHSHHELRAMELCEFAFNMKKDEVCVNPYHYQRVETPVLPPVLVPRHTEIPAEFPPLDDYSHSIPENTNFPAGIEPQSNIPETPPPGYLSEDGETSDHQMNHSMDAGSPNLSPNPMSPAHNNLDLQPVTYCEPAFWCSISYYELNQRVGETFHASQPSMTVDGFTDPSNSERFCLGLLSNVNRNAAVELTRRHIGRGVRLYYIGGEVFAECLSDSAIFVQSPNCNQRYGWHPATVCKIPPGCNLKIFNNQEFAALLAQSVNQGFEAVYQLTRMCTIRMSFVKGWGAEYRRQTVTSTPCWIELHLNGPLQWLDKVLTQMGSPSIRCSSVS
Fibroblast inh: blocks proliferation of human lung fibroblasts; LL 47 human lung fibroblast viability, ATP luminescence; hits give low values; viability, % at 10 µM; hit rate 1.1% among 85,000;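 active means viability at or below 50% in the single dose screen; inactive means viability above 50%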;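 further: compound exposure lasted 72 h before the ATP readout; 100% = median luminescence of untreated cell-only wells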
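Test system: LL 47 human lung fibroblasts / Incubation: 72 h compound exposure at 37 °C after overnight plating / Technique: luminescent ATP detection, CellTiter-Glo / Compound dosing: 0.1% DMSO in all compound wells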
ERa SRC1 inh: blocks coactivator binding to human estrogen receptor alpha; AID 629; hit rate 1.7% among 86,000; inhibition, % at 25.6 µM; P03372; TR-FRET ER-alpha LBD / SRC-1 peptide, estradiol-bound; in the data active means inhibition above about 50%;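 further: 0% = receptor plus peptide control and 100% = peptide only without receptor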
Active calls of the source: *; x = no result given; [ ] = another dose, or the depositor's remark. These rows are one share of the data; count on the stated rates, not on these rows.

SMILES | ERa coact pot | sEH act | H69AR growth 86K | ERb SRC1 inh | HUVEC prolif 384 | Candida biofilm | Smad3 FoxH1 inh | Fibroblast inh | ERa SRC1 inh
COc1ccc(S(=O)(=O)N(n2c(C)nnc2-n2nc(C)cc2C)S(=O)(=O)c2ccc(OC)cc2)cc1 | 91 | -2 | 91 | 2 | 93 | 5 | -2 | 98 | -72[fluorescence artefact?]
Cc1cc(C(=O)CN2C(=O)NC3(CCCc4ccccc43)C2=O)c(C)n1C (stereo not drawn) | 98 | 7 | 91 | -9 | 97 | -3 | -5 | 98 | -6
Cn1cc(S(=O)(=O)N2CCN(c3ccc(F)cc3)CC2)c(=O)n(C)c1=O | 111 | 26 | 91 | -9 | 95 | -1 | 0 | 99 | -2
COc1cccc(OCC(=O)NC2CCCCC2)c1 | 112 | 3 | 89 | 8[fluorescence artefact?] | 100 | 2 | -16 | 110 | 5
CCc1[nH]c(=O)c(C#N)c2c1COC(C)(C)C2 | 108[fluorescence artefact?] | 11 | 92 | -1[fluorescence artefact?] | 101 | 1 | -6 | 88 | 0
CCN(CC)CC(=O)c1ccc(-c2ccccc2)cc1 | 98 | 6 | 87 | 22 | 79 | 3 | 0[fluorescence artefact?] | 88 | 12
COc1ccc(OC)c(S(=O)(=O)n2nnc3ccccc32)c1 | 96 | x | 92 | 0 | 96 | 3 | -8 | 98 | 17
CCOc1ccc(C(CC(=O)O)NC(=O)c2ccco2)cc1 (stereo not drawn) | 114 | 4 | 95 | -3 | 102 | 2 | 8[fluorescence artefact?] | x | -13
CCN(CCCNC(=O)CN(C)S(=O)(=O)c1ccc2c(c1)CCC(=O)N2)c1cccc(C)c1 | 112 | -21 | 82 | 2 | 91 | 7 | -1[fluorescence artefact?] | 96 | 0
CCOc1cc2[nH]c(=O)n(CCC(=O)N3CCN(c4ccccc4OC)CC3)c(=O)c2cc1OCC | 102 | -8 | 85 | 1 | 96 | 4 | 10 | 102 | -4
CCOc1ccccc1N(C(=O)c1ccco1)C(C(=O)NC1CCCC1)c1cccnc1 (stereo not drawn) | 100 | -22 | 74 | -4 | 105 | -1 | 6 | 101 | 2
c1ccc(CCn2nnnc2CN2CCc3ccccc32)cc1 | 104 | 17 | 87 | 4 | 102 | -2 | 4 | 93 | 3
CC1(C)Oc2ccc(C(=O)NC3CCCC3)cc2N(CC(=O)NC2CCCC2)C1=O | 95 | 0 | 91 | -8 | 91 | 13 | 0 | 89 | 3
Cc1ccc(C)c(S(=O)(=O)NCc2ccc(C(=O)N3CCN(C)CC3)cc2)c1 | 115 | -10 | 92 | -6 | 106 | 3 | -3 | 101 | -5
O=C(CSc1nnc(Cc2ccccc2)n1Cc1ccccc1)NCc1ccco1 | 92 | -11 | 94 | 0 | 99 | 6 | -9 | 97 | 5
O=C(Nc1cccnc1)c1ccc(COCC(F)(F)F)cc1 | 115 | 2 | 82 | 24 | 104 | 8 | -17 | 107 | 9
COc1ccc(S(=O)(=O)Nc2ccc(O)c3ccccc23)cc1 | 69[fluorescence artefact?] | 0 | 1.8* | 38 | 2.3* | x | 10 | 93 | 26[fluorescence artefact?]
Cc1ccc2c(c1)c(C)c(C)n2CC(O)Cn1nc(C)cc1C (stereo not drawn) | 85 | x | 79 | 4 | 93 | 3 | -15 | 89 | -2
O=C(Nc1cc(N2CCOCC2)ncn1)NC1(C(F)(F)F)Oc2ccc(Cl)cc2O1 (stereo not drawn) | 79 | -5 | 30* | 24[fluorescence artefact?] | 52 | 2 | 9 | 61 | 12
O=C(CCCOc1ccccc1)N1CCN(c2ccccc2)CC1 | 93 | -4 | 96 | 1 | 95 | 5 | -1 | 101 | 14
Cc1nc(NNC(=O)c2ccccc2)cc(-c2ccccc2)n1 | 113 | 1 | 92 | -5 | 100 | -4 | 7 | 112 | -1
COCCn1c(SCC(=O)Nc2cccc(C(=O)OC)c2)nc2ccccc2c1=O | 121 | x | 80 | -1[fluorescence artefact?] | 93 | 9 | 5 | 91 | -5[fluorescence artefact?]
CCOc1ccccc1N1CC(O)=C(c2nc3ccccc3s2)C1=N | 101 | -4 | 110 | -9[fluorescence artefact?] | 53 | 4 | -9 | 67 | -52
CC(=O)Nc1ccc(S(=O)(=O)n2cnc3ccccc32)cc1 | 108[fluorescence artefact?] | -11 | 100 | -9 | 102 | 5 | 12 | 97 | -6
Cc1nn(CCC(=O)O)c2nc(-c3cccnc3)cc(C(F)(F)F)c12 | 100 | 14 | 85 | 5 | 89 | 5 | 6 | 93 | -2
COc1ccc2[nH]cc(C(=O)CN3CCN(C4CCCCC4)CC3)c2c1 | 104 | 23 | 80 | -10 | 39 | -2 | -4 | 105 | -21
CC1=CC(C)C(/C=N/n2cnnc2)C(C)C1 (stereo not drawn) | 115 | -5 | 100 | -2 | 104 | 4 | 1 | 104 | -2
COC(=O)c1ccc(C)c(N(CCO)CCO)c1 | 97 | x | 106 | -17[fluorescence artefact?] | 101 | -3 | -6 | 94 | -13
COc1ccc(S(=O)(=O)NNC(=O)c2csc(-n3nc(C)cc3C(F)(F)F)n2)cc1OC | 87 | -1 | 84 | -7[fluorescence artefact?] | 94 | 6 | 1 | 103 | 1[fluorescence artefact?]
CCn1c(SCC(=O)Nc2sc3c(c2C#N)CCCC3)nnc1-c1ccncc1 | 87 | 3 | 0.9* | -10 | 99 | 0 | 1 | 97 | -14
CCOC(=O)/C=C1\NC(C)(C)Cc2cc(OC)c(OC)cc21 | 109 | 11 | 83 | -17 | 99 | 6 | -4 | 102 | -7
CCN1CCN(C(=O)CCN2C(=O)COc3ccc(C)cc32)CC1 | 137 | x | 107 | -20 | 101 | 11 | 12 | 98 | -25
CCn1c(CCNC(=O)c2cccs2)nnc1SCC(=O)c1ccc(OC)cc1 | 88 | 17 | 87 | -1 | 96 | -3 | 4 | 91 | -1
COc1nc(N2CCOCC2)nc(-n2cccc2)n1 | 119[fluorescence artefact?] | 2 | 89 | 0 | 98 | 2 | 8 | 83 | -4
CC12CC(NC(=O)N1c1cccc(C(=O)N3CCN(c4ccccc4)CC3)c1)c1ccccc1O2 (stereo not drawn) | 101 | 6 | 90 | -7 | 100 | 6 | 3 | 93 | -11
CCSC1=C(C#N)C2(CCCCC2)C(C#N)=C(N)N1 | 96 | -4 | 79 | -7 | 90 | 10 | 4 | 86 | -4
CN1CCN(C(=O)CCC(=O)c2ccc(F)cc2)CC1 | 129[fluorescence artefact?] | -1 | 95 | -8 | 83 | 4 | -1 | 99 | -9
COc1cc(C(=O)N2CCN(C(=O)C(Cc3cc(C)ccc3C)NC(C)=O)CC2)cc(OC)c1OC (stereo not drawn) | 107 | x | x | 0 | 94 | -3 | -4 | 99 | 1
CC(C)n1nc(C(=O)Nc2nc3ccc(S(C)(=O)=O)cc3s2)c2ccccc2c1=O | 106 | x | 92 | 13[fluorescence artefact?] | 107 | 6 | 5[fluorescence artefact?] | 50* | 27[fluorescence artefact?]
CCCCC(=O)Nc1ccc(N2CCN(C(=O)CC)CC2)cc1 | 112 | -2 | 91 | -7 | 99 | 1 | -8 | 97 | -14
Cc1ccc(N2CCN(c3cc(C)nc4nc(C)nn34)CC2)c(C)c1 | 78 | x | 96 | -7 | 94 | 16 | 2 | 104 | -3
COc1ccc(S(=O)(=O)N2Cc3ccccc3CC2C(=O)Nc2nccs2)cc1OC (stereo not drawn) | 101 | -6 | 46 | 0 | 82 | 5 | 5 | 89 | 0
CCCn1c(-c2ccc(OC)cc2)nc2nc3ccccc3nc21 | 110 | 12 | 81 | 4[fluorescence artefact?] | 102 | 3 | 7 | 103 | 4
Cc1cc(C)c2c(N)c(C(=O)N3CCN(c4ncccn4)CC3)sc2n1 | 104 | 6 | 84 | -1 | 89 | 4 | -1 | 98 | 4
COc1ccc(CCCc2nnc(SCC(=O)Nc3nc(C)cs3)n2C)cc1 | 84 | -6 | 90 | 5 | 72 | -3 | 11 | 103 | 5
COc1ccc(C2=C(O)C(C)N(c3ccccc3)C2=N)cc1OC (stereo not drawn) | 110 | -7 | 90 | 33 | 98 | 1 | 10 | 101 | -4[fluorescence artefact?]
Cc1cc(C)nc(NS(=O)(=O)c2ccc(Br)s2)c1 | 112 | 3 | 93 | -9 | 95 | -2 | 5 | 100 | -10
O=c1c2[nH]c3ccccc3c2ncn1CCN1CCNCC1 | 110 | -3 | 89 | 3 | 100 | 2 | 9 | 98 | 5
Cn1nnnc1SCC(=O)N1c2ccccc2Sc2ccccc21 | 112 | -12 | 92 | -2[fluorescence artefact?] | 107 | 9 | 1 | 96 | -5
COc1ccc(C)cc1-n1nnnc1SCC1CCCCO1 (stereo not drawn) | 110 | 20 | 85 | -7 | 90 | -1 | 6 | 92 | -2

Record cards, as listed above. Screens in order: ERa coact pot	sEH act	H69AR growth 86K	ERb SRC1 inh	HUVEC prolif 384	Candida biofilm	Smad3 FoxH1 inh	Fibroblast inh	ERa SRC1 inh
`COc1ccc(C)cc1-n1nnnc1SCC1CCCCO1` (stereo not drawn) is entered as 110	20	85	-7	90	-1	6	92	-2
`CCOc1ccccc1N(C(=O)c1ccco1)C(C(=O)NC1CCCC1)c1cccnc1` (stereo not drawn) is entered as 100	-22	74	-4	105	-1	6	101	2

Entries listed so far that contain two or more sulfur atoms:
SMILES | ERa coact pot | sEH act | H69AR growth 86K | ERb SRC1 inh | HUVEC prolif 384 | Candida biofilm | Smad3 FoxH1 inh | Fibroblast inh | ERa SRC1 inh
COc1ccc(S(=O)(=O)N(n2c(C)nnc2-n2nc(C)cc2C)S(=O)(=O)c2ccc(OC)cc2)cc1 | 91 | -2 | 91 | 2 | 93 | 5 | -2 | 98 | -72[fluorescence artefact?]
COc1ccc(S(=O)(=O)NNC(=O)c2csc(-n3nc(C)cc3C(F)(F)F)n2)cc1OC | 87 | -1 | 84 | -7[fluorescence artefact?] | 94 | 6 | 1 | 103 | 1[fluorescence artefact?]
CCn1c(SCC(=O)Nc2sc3c(c2C#N)CCCC3)nnc1-c1ccncc1 | 87 | 3 | 0.9* | -10 | 99 | 0 | 1 | 97 | -14
CCn1c(CCNC(=O)c2cccs2)nnc1SCC(=O)c1ccc(OC)cc1 | 88 | 17 | 87 | -1 | 96 | -3 | 4 | 91 | -1
CC(C)n1nc(C(=O)Nc2nc3ccc(S(C)(=O)=O)cc3s2)c2ccccc2c1=O | 106 | x | 92 | 13[fluorescence artefact?] | 107 | 6 | 5[fluorescence artefact?] | 50* | 27[fluorescence artefact?]
COc1ccc(S(=O)(=O)N2Cc3ccccc3CC2C(=O)Nc2nccs2)cc1OC (stereo not drawn) | 101 | -6 | 46 | 0 | 82 | 5 | 5 | 89 | 0
COc1ccc(CCCc2nnc(SCC(=O)Nc3nc(C)cs3)n2C)cc1 | 84 | -6 | 90 | 5 | 72 | -3 | 11 | 103 | 5
Cc1cc(C)nc(NS(=O)(=O)c2ccc(Br)s2)c1 | 112 | 3 | 93 | -9 | 95 | -2 | 5 | 100 | -10
Cn1nnnc1SCC(=O)N1c2ccccc2Sc2ccccc21 | 112 | -12 | 92 | -2[fluorescence artefact?] | 107 | 9 | 1 | 96 | -5

Screens: PubChem BioAssay, several laboratories
